From PubChem
Yfh1-depleted yeast = mitochondrial function rescue without frataxin homolog – Friedreich's ataxia, plus single-dose screen, dose response (AID 1465); 220,000 tested, 0.074% active; fold induction at 50 µM; hits with a dose series show EC50 in µM; S. cerevisiae Yfh1-off respiration, WST-1 reduction, 72 h; higher fold induction means a stronger effect;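 active = fold induction of absorbance versus untreated yeast above a set limit, then at least 30% activation at any dose in follow-up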;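 note: activators that raise dye reduction in frataxin-depleted yeast; strong numbers were not always called active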
HEK293 NOD2/NF-kB = NOD2 signaling inhibitors, cell-based, luminescence, uHTS, HEK293 (AID 1566). 290,000 tested, 0.63% active. HEK293 NOD2/NF-kB luciferase reporter, luminescence; higher % means a stronger effect. inhibition, % at 4 µM; hits with a dose series show EC50 in µM; note: many of its hits are not listed in these tables
ER stress rescue = rescue of cells from ER stress-induced death, primary screen, 384-well, CSM14.1, thapsigargin, ATP luminescence (AID 1222); CSM14.1 thapsigargin-induced death rescue, ATP luminescence; higher % means a stronger effect; cellular ATP content (survival), % at 20 µM; hits with a dose series show EC50 in µM; 190,000 tested, under 10 active;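 active = EC50 below 50 µM in the dose-response confirmation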;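 note: death triggered by thapsigargin at about 15 µM added after 2 h compound pretreatment; cell ATP read after overnight thapsigargin exposure of roughly 18 to 22 hours; normalized against plate controls of thapsigargin alone and 5% DMSO vehicle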
NTR1 agonist = agonists of NTR1, primary screen, imaging, U2OS cells, beta-arrestin-GFP, high content (AID 493036). NTR1-U2OS beta-arrestin-GFP spot imaging, agonist mode. activation, % at 20 µM. 330,000 tested, 0.17% active;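 active = activation at or above 40% of the spot to cytoplasm intensity ratio, with at least 20 cells analyzed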;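 note: 0% = DMSO without peptide and 100% = 100 nM NTR1 peptide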
Target sequence (P30989 whole entry, looked up): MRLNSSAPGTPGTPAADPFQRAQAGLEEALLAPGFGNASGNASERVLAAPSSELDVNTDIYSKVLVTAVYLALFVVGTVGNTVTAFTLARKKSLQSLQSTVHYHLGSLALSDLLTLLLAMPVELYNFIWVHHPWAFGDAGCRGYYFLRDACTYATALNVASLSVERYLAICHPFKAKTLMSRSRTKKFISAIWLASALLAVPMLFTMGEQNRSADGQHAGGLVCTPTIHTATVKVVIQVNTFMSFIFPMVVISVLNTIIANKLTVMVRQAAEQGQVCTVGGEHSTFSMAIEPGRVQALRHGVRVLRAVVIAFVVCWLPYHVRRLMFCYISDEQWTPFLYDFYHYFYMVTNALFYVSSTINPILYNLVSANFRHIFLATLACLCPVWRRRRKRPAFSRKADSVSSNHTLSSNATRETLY
KOR beta-arrestin-1 = KOR antagonists, beta-arrestin recruitment, cell-based, luminescence, uHTS (AID 1778) | KOR beta-arrestin recruitment, luminescence, antagonist mode; higher % means a stronger effect | inhibition, % at 10 µM, or IC50 in µM where a hit was titrated | 290,000 tested, 0.091% active; note: strong numbers were not always called active
KOR beta-arrestin-2 = KOR agonists, beta-arrestin recruitment, primary screen, cell-based, luminescence, uHTS (AID 1777); KOR beta-arrestin recruitment, luminescence; higher % means a stronger effect; activation, % at 10 µM; hits with a dose series show EC50 in µM; 280,000 tested, 0.02% active; in the data active = activation above about 50%, passing the limit was not always enough; note: a part of the inactive calls stands beside numbers as strong as those of hits
NOD1 inhibition = NOD1 signaling inhibitors, primary screen, cell-based, luminescence, uHTS (AID 1578) | inhibition, % at 4 µM; hits with a dose series show EC50 in µM | 290,000 tested, 1% active | NOD1-driven NF-kB luciferase reporter cells, luminescence; higher % means a stronger effect; in the data active = inhibition mostly above about 36%, no sharp cut-off; inactive = mostly below about 34%;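 note: HEK-293T reporter cells stimulated with the NOD1 agonist gamma-tri-DAP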
GPR55 beta-arrestin = GPR55 agonists via beta-arrestin recruitment, primary screen, imaging, U2OS cells, beta-arrestin-GFP redistribution (AID 1961) | U2OS GPR55 beta-arrestin-GFP redistribution imaging; higher % means a stronger effect | activation, % at 10 µM; hits with a dose series show EC50 in µM | 290,000 tested, 0.048% active;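 active = activation above 40% with more than 50 cells counted in the well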;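 note: U2OS osteosarcoma cells stably expressing GPR55 and beta-arrestin-GFP; plate controls were DMSO negative control for no effect and LPI positive control for full effect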
TNAP activators = stimulation of alkaline phosphatase TNAP activity – biochemical, luminescent, no phosphate acceptor, uHTS, primary screen (AID 1001) | 200,000 tested, 0.03% active | purified TNAP, luminescent activation assay, no phosphate acceptor; higher activation fold means a stronger effect | activation fold at 20 µM; hits with a dose series show EC50 in µM; in the data active = activation fold from about 3, or a potency from the dose series; inactive = the rest, 99 in 100 with activation fold below about 1.6; note: many of its hits are not listed in these tables
NTR1 agonist cell count 20 µM = also measured in NTR1 agonist; calls as there; cell count; measured here: cell count, cytotoxicity flag
Numbers without * were called inactive; i = inactive; x = no result given; [ ] = another dose, or the depositor's remark. Cut-off read from the data, not from the text of the source, unless noted: active = inhibition above about 50%; inactive = the rest. The list is partial, so the mix of outcomes need not match the whole.

SMILES	Yfh1-depleted yeast	HEK293 NOD2/NF-kB	ER stress rescue	NTR1 agonist	NTR1 agonist cell count 20 µM	KOR beta-arrestin-1	KOR beta-arrestin-2	NOD1 inhibition	GPR55 beta-arrestin	TNAP activators
COC(=O)c1cccc(NC2CC(=O)N(c3ccc(OC)c(OC)c3)C2=O)c1 (stereo not drawn)	i	8%	0.3%	0.7	93	33%	-2.3%	-13%	-0.2%	1.1
COc1ccccc1-c1nnc2sc(COc3ccc(Cl)cc3Cl)nn12	i	16%	-0.1%	14	68	24%	0.2%	15%	-0.2%	1.1
O=C(CCCc1nc2ccccc2s1)N1CCN(S(=O)(=O)c2cccs2)CC1	i	1%	-1.8%	-1.0	56	17%	-0.7%	-27%	0.3%	1.1
COC(=O)c1ccc(CSc2nc3ccccc3s2)o1	i	-47%	-0.9%	0.9	46	-4%	-0.8%	-43%	-0.2%	1
CCCCOc1cccc(C(=O)Nc2ccc(S(=O)(=O)Nc3cc(C)on3)cc2)c1	x	4%	x	-0.2	58	18%	-0.8%	-8%	-0.1%	x
CCN1C(=O)C(O)(CC(=O)c2ccc3c(c2)OCCO3)c2ccccc21 (stereo not drawn)	i	4%	-1.2%	2.8	56	-28%	-1.6%	-9%	-0.2%	1.1
COc1ccccc1C(=O)N/C(=C\c1ccc(Br)cc1)C(=O)N1CCCC1	i	25%	x	1.5	58	5%	2.2%	4%	-0.2%	x
CC(=O)NC(CC(=O)c1ccc([N+](=O)[O-])cc1)C(Cl)(Cl)Cl (stereo not drawn)	i	12%	-2.2%	-1.6	34	11%	-3.7%	2%	0.1%	1
Nc1nc(NCCOCCO)nc(NCC2CCCO2)c1[N+](=O)[O-] (stereo not drawn)	i	12%	x	2.1	55	33%	1.3%	-12%	-0.2%	x
COc1ccc(-c2cc(C(F)(F)F)nc(N3CCOCC3)n2)cc1OC	i	7%	0.4%	2.9	95	15%	-0.6%	21%	-0.1%	1
CCOC(=O)C1=C(CN2CCN(C(=O)OCC)CC2)NC(=O)NC1c1ccc2c(c1)OCO2 (stereo not drawn)	i	7%	-1.4%	-1.0	66	14%	-7.8%	-14%	0.2%	0.9
COc1ccc(S(=O)(=O)N2CCOC2CNC(=O)C(=O)NCCc2ccccc2)cc1C (stereo not drawn)	x	-1%	x	-0.2	60	-24%[20 µM]	-4.7%	-31%	0.0%	x
CCOc1ccc(NC(=S)Nc2ccc(F)cc2)cc1	x	-1%	x	1.1	58	-11%[20 µM]	-3.0%	2%	0.2%	x
CCN(CC)S(=O)(=O)c1ccc(C(=O)NCC(c2ccc(OC)cc2)N2CCOCC2)cc1 (stereo not drawn)	i	-16%	-1.3%	0.1	42	-10%	3.0%	-2%	-0.2%	1
O=C(CC1Nc2ccccc2NC1=O)NCc1cccnc1 (stereo not drawn)	x	5%	0.2%	0.7	60	13%	-3.0%	-21%	0.3%	1
Cc1oc(-c2ccccc2F)nc1CS(=O)CC(=O)NC1CC1 (stereo not drawn)	x	6%	x	1.0	54	-23%	0.9%	-6%	-0.2%	x
CC(/C=N/NC(=O)c1nnn(-c2nonc2N)c1CN1CCCCC1)=C\c1ccccc1	x	5%	x	6.0	66	-11%	1.5%	3%	<0.5µM*	x
Cc1cc(CSc2ccccc2)ccc1NC(=O)c1ccc(Cl)c([N+](=O)[O-])c1	i	2%	-2.2%	-3.7	83	-19%	5.7%	x	-0.1%	0.9
NC(=O)Cn1cc(C(=O)C(=O)N2CCOCC2)c2ccccc21	x	2%	x	0.8	69	2%	3.9%	-37%	-0.1%	x
Cc1ccc(-c2c(C#N)c(N)nc3c2CCCC3)o1	i	0%	x	3.0	38	33%	0.0%	-4%	-0.3%	1.1
O=C(O)c1[nH]c2ccccc2c1NS(=O)(=O)c1ccc(F)cc1	x	7%	x	-0.4	71	-14%	-2.5%	-8%	-0.1%	x
Cc1nnc(SCC(=O)Nc2sccc2C(N)=O)n1Cc1ccccc1	i	-12%	-0.7%	0.0	50	-25%	2.3%	-10%	-0.2%	1.1
CCCc1cc(=O)[nH]c(SCc2cccnc2)n1	i	-7%	0.8%	-0.3	39	-38%	3.7%	-19%	-0.3%	1.1
COc1ccc(CNC(=O)Nc2ccc3c(c2)N(C)C(=O)CS3)cc1	i	26%	-1.9%	-0.9	77	-20%	1.2%	-13%	1.1%	1.3
Cn1cnnc1SCc1ccc(C#N)cc1Cl	i	2%	0.5%	0.0	48	7%	2.0%	-35%	-0.1%	1.1

Going on with the list:
SMILES	Yfh1-depleted yeast	HEK293 NOD2/NF-kB	ER stress rescue	NTR1 agonist	NTR1 agonist cell count 20 µM	KOR beta-arrestin-1	KOR beta-arrestin-2	NOD1 inhibition	GPR55 beta-arrestin	TNAP activators
Cc1cccc(Nc2ncnc(N)n2)c1	i	-6%	-3.0%	1.4	43	-20%	-4.8%	-21%	-0.3%	1.1
O=C(CC(c1ccccc1)c1ccccc1)Nc1ccc2c(c1)OCCO2	i	-19%	-0.3%	-1.4	49	6%	0.5%	-6%	0.2%	1.2
C/C=C(\C)C(=O)N1CCC(C(=O)c2ccccc2)CC1	x	-32%	x	-0.4	95	6%	-1.0%	-10%	0.4%	x
CC(=O)N1CCc2c(sc(NC(=O)Cc3ccccc3)c2C#N)C1	x	-5%	x	-0.9	64	-16%	0.9%	-45%	-0.1%	x
C=CCOC(=O)c1cc(-c2ccc(/C=C3\C(=O)NC(=O)C(C#N)=C3C)o2)ccc1Cl	x	-1%	0.2%	x	x	36%	-8.1%	20%	0.2%	1
CCOc1ccccc1NC(=O)CCNC(=O)c1ccc(Cl)cc1	i	2%	-1.5%	-1.4	70	-24%	-1.5%	-32%	0.4%	1.1
COc1ccc(C(=O)N2CCC3(CC2)NCCc2[nH]cnc23)cc1	x	17%	x	-0.1	54	-11%	1.5%	-16%	-0.2%	x
Cc1ccc(Cl)cc1NC(=O)C1CCCN1S(=O)(=O)c1ccc(-c2ccc(=O)[nH]n2)s1 (stereo not drawn)	x	-13%	x	0.6	66	41%	-4.7%	21%	-0.1%	x
O=C(NC(=S)N1CCN(c2ccc([N+](=O)[O-])cc2)CC1)c1ccccc1Cl	i	17%	2.1%	-0.6	74	12%[20 µM]	-12%	-8%	-0.1%	0.9
CCCCNC(=O)NC(C(=O)OC)C12CC3CC(CC(C3)C1)C2 (stereo not drawn)	i	0%	-1.9%	-2.2	61	-18%	5.8%	-13%	0.3%	1.2
NC(=O)c1ccccc1NC(=O)C1CCCO1 (stereo not drawn)	x	1%	x	0.2	49	12%	-5.3%	-15%	-0.2%	x
CC(C)[C@H](NC(=O)N1CCn2c1nc1ccccc12)C(=O)N[C@H](C(=O)O)c1ccccc1	x	7%	x	-1.5	88	x	x	68%*	-0.1%	x
CCCCCCOc1ccc(N2C(=O)CC(N3CCN(C(=O)c4ccco4)CC3)C2=O)cc1 (stereo not drawn)	i	-1%	-3.4%	0.5	46	-17%	5.5%	-12%	-0.2%	1.1
CN(C(=S)NC(=O)c1ccccc1)c1c(N)n(Cc2ccccc2)c(=O)[nH]c1=O	i	6%	x	1.5	60	8%	-2.1%	-10%	-0.1%	x
Nc1nc(SCC(=O)Nc2ccccc2)nc2nc3c(cc12)CCCC3	i	-13%	-3.2%	6.1	72	-68%	2.8%	-52%	-0.2%	1.1
COc1ccc(OC)c(/C(O)=C/C(=O)C(=O)Nc2ccccc2OC)c1	i	-7%	-1.1%	-1.5	92	x	8.9%	10%	0.0%	1
O=C(Nc1cccc2ccccc12)N1CCN(Cc2ccc3c(c2)OCO3)CC1	i	-31%	-0.2%	0.0	62	-21%	-4.4%	-14%	-0.1%	1.2
CCOC(=O)CC(NC(=O)c1ccccc1F)c1ccc(C)cc1 (stereo not drawn)	i	10%	2.9%	0.4	63	-4%	-1.7%	-24%	-0.8%	1.1
Cc1c(C(O)CN2CCC(C(N)=O)CC2)c2ccccc2n1C (stereo not drawn)	i	10%	-1.2%	1.5	50	-26%	2.1%	-25%	-0.2%	1.1
O=C(COC(=O)CCc1ccc(S(=O)(=O)N2CCOCC2)cc1)NCc1ccccc1	i	3%	2.7%	0.8	37	-27%	3.5%	-25%	0.1%	1.1
Cn1c(CSCc2ccc(Cl)c(Cl)c2)nnc1SCC(=O)Nc1nccs1	i	11%	-1.9%	5.6	55	-6%	1.9%	-4%	-0.1%	1.1
O=C(CCN1C(=O)C2C3C=CC(C3)C2C1=O)NC1CCCCC1 (stereo not drawn)	x	-2%	x	-0.5	63	-25%	-3.4%	-1%	-0.2%	x
